# Compound activity deposited in PubChem BioAssay by National Center for Advancing Translational Sciences (NCATS).
# GAA glycogen mod: inhibitors or activators of human alpha-glucosidase glycogen cleavage | P10253 | recombinant GAA, glycogen substrate, Amplex Red glucose oxidase fluorescence | Potency, µM (highest dose often 76.4 µM), for the others: top-dose activity change, negative = inhibition, hits mostly inhibitors | 0.38% of 300,000 active; active = well fitted inhibition curve with a large enough effect; inconclusive = small, poorly fitted or top-dose-only effect, or another doubt; inactive = no such curve, though single readings can be large or run the other way;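 also: 0% = full enzyme reaction and -100% = no-enzyme basal signal; the screen sought inhibitors and activators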
#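 Recombinant human alpha-glucosidase (4 nM final) hydrolysed bovine liver glycogen (30 ug) for 40 min at 37 C in pH 5.0 citrate/phosphate with 0.01% Tween-20. Released glucose detected by glucose oxidase/Amplex Red, Ex 573/Em 610 nm. Compounds up to 77 uM; AC50 from Hill fits.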
# Starred values were filed as active, the others as inactive; ? = inconclusive; [ ] = another dose, or the depositor's remark. Potency is read from the fitted curve at half-maximal effect.
SMILES,GAA glycogen mod
Cc1c(C(C)(C)O)[nH]c2ccc(C(F)(F)F)cc12,-5%[76.3 µM]
COc1ccc(C(C)=O)cc1COC(=O)Cc1cc(OC)c(OC)c(OC)c1,-7%
Cc1ccc(C)c(NC(=S)N2CCN(S(=O)(=O)c3ccccc3)CC2)c1,-1%[76.3 µM]
CC(=O)Nc1ccc(SCc2ncc(-c3ccccc3)o2)cc1,-6%
CC(C)N1CCc2c(sc(NC(=O)C3CCCCC3)c2C(N)=O)C1,-11%[76.3 µM]
Cc1ccc(-n2c(=S)sc3c(=O)n(-c4ccccc4F)c(SCC(=O)O)nc32)cc1C,7%
COc1cc(CN2CCSCC2)c([N+](=O)[O-])cc1OC,9%[76.3 µM]
COc1ccccc1NC(=O)NC1(C(=O)N2CCOCC2)CCCCC1,0%[76.3 µM]
CN(C(=O)COC(=O)c1cc[n+]([O-])cc1)c1ccccc1,-5%[76.3 µM]
COCCCNC(=O)c1ccc2c(=O)n(Cc3ccc(Cl)cc3)c(=S)[nH]c2c1,3%
C/C(=N\NC(=O)c1cccc(S(=O)(=O)N2CCOCC2)c1)c1ccc(C#N)cc1,2%[76.3 µM]
CCN(c1ccc(OC)cc1)S(=O)(=O)c1nnc(NC(=O)C2CCCCC2)s1,-5%[76.3 µM]
COc1ccc(CN(C)C(=O)c2ccc(NS(=O)(=O)c3ccc(F)cc3)cc2)c(OC)c1OC,-13%[76.3 µM]
N#C/C(=C\c1ccc[nH]1)C(=O)Nc1ccccc1F,-3%[76.3 µM]
CC(=O)N1CCOc2ccc(S(=O)(=O)N3CCC(C(=O)NCc4ccc(C)cc4)CC3)cc21,2%[76.3 µM]
CCN1CCN(C(=O)c2cc3cc(F)ccc3[nH]2)CC1,2%
C[C@@H](CC#N)CN1CC[C@H](C(C)(C)C)CCC1=O,0%[76.3 µM]
NC(=O)CSc1nc(-c2ccccc2)nc2ccccc12,-1%
COc1ccc(CNC(=O)[C@H](C)N2C(=O)N3CCc4c([nH]c5ccc(OC)cc45)[C@@]3(C)C2=O)cc1,-10%[76.3 µM]
O=C(NC1CCCCC1)C(c1cccnc1)N(C(=O)c1csnn1)c1ccccc1 (stereo not drawn),3%
COc1ccc(OC)c(NC(=S)N2c3ccccc3CC2C)c1 (stereo not drawn),1%[76.3 µM]
C#Cc1ccc(CN2CCN(CCCc3ccccc3)C(CCO)C2)cc1 (stereo not drawn),10%[76.3 µM]
Cc1ccc(S(=O)(=O)c2nc(S(C)(=O)=O)sc2N2CC(C)OC(C)C2)cc1 (stereo not drawn),-4%[76.3 µM]
COc1ccc(C(=O)NNS(=O)(=O)c2ccc(OC)cc2)cc1,6%[76.3 µM]
O=C(NCCc1ccccc1)/C(=C\c1cccc([N+](=O)[O-])c1)NC(=O)c1ccco1,-6%[76.3 µM]

# In the list so far, these have fluorine.
SMILES,GAA glycogen mod
Cc1c(C(C)(C)O)[nH]c2ccc(C(F)(F)F)cc12,-5%[76.3 µM]
Cc1ccc(-n2c(=S)sc3c(=O)n(-c4ccccc4F)c(SCC(=O)O)nc32)cc1C,7%
COc1ccc(CN(C)C(=O)c2ccc(NS(=O)(=O)c3ccc(F)cc3)cc2)c(OC)c1OC,-13%[76.3 µM]
N#C/C(=C\c1ccc[nH]1)C(=O)Nc1ccccc1F,-3%[76.3 µM]
CCN1CCN(C(=O)c2cc3cc(F)ccc3[nH]2)CC1,2%

# (next part)
SMILES,GAA glycogen mod
COc1ccc(Cl)cc1C(=O)Nc1nc2ccccc2[nH]1,3%
Cc1ccc(C(=O)Nc2cccc3ccccc23)cc1,-10%
COc1ccccc1Oc1ccc(S(=O)(=O)N2CCCCC2C)cc1 (stereo not drawn),-8%
Cc1nc2ccccc2c(=O)n1/N=C/c1cc(Br)ccc1O,3%
Cc1cc(OCC(=O)Nc2ccc(S(=O)(=O)N3CCN(C)CC3)cc2)ccc1Br,-10%[76.3 µM]
COc1cccc(CC(=O)Nc2sc3c(c2C(N)=O)CCCC3)c1,-5%[76.3 µM]
O=C1C(=O)N(Cc2cccnc2)C(c2cccc(Br)c2)/C1=C(/O)c1ccc2c(c1)OCO2 (stereo not drawn),-5%[76.3 µM]
COc1cccc(C(=O)N(C)CC2CCN(CCc3cccc(C(F)(F)F)c3)CC2)c1,-7%[76.3 µM]
CCc1ccc(OCCOCCN2CCN(C)CC2)cc1,0%[76.3 µM]
Cc1cc(=O)oc2cc(NC(=S)NNC(=O)c3c(Cl)cnn3C)ccc12,-1%[76.3 µM]
CC(C)OCCCNC(=O)C(Cc1ccccc1)NS(=O)(=O)c1ccc2c(c1)CCC(=O)N2 (stereo not drawn),0%[76.3 µM]
CCCCc1nc(SCC(=O)Nc2cccc(Cl)c2)n[nH]1,-7%[76.3 µM]
Cc1ccc(CSc2cc(C)[nH]c(=O)n2)cc1,5%[76.3 µM]
COC(=O)C1CN(C(=O)COc2ccc(Cl)cc2Cl)c2ccccc2O1 (stereo not drawn),-6%
Cc1ccc2c(c1)C(=O)CC(c1ccc3c(c1)OCCO3)O2 (stereo not drawn),-7%
COc1ccc(C2=C/C(=C\c3ccccc3OC(C)=O)C(=O)O2)cc1,-1%[76.3 µM]
Cn1c(CCNC(=O)c2ccco2)nc2cc([N+](=O)[O-])ccc21,1%[76.3 µM]
CC(C)C(=O)Nc1ccc2c(c1)nc(CCN1CCN(c3ccccn3)CC1)n2C,3%
C/C(CC(=O)NCc1ccc(Cl)cc1)=N\NC(=O)COc1ccc(C)cc1Br,-6%
CCCCc1cc(C)c(S(=O)(=O)c2ccccc2C)c(=O)[nH]1,-6%
COc1cc(C2NC(=O)NC(C)=C2C(=O)OCC2CCCCC2)cc(Cl)c1O (stereo not drawn),?
CCc1ccc(NC(=O)COc2cccc(-n3cnnn3)c2)cc1,-5%
CN(CCCS(=O)(=O)[O-])c1ccc(/C=C/c2ccc3ccccc3[n+]2C)cc1,-8%
Cc1[nH]c(-c2ccc(F)cc2)cc1C(=O)N1CCN(c2ccccc2)CC1,-8%
O=C(c1ccc(Cl)c(NC2=NC3CS(=O)(=O)CC3S2)c1)N1CCN(c2ccc(F)cc2)CC1 (stereo not drawn),-14%[76.3 µM]

# 5 entries drawn at random from those above, as already listed:
SMILES,GAA glycogen mod
CC(C)OCCCNC(=O)C(Cc1ccccc1)NS(=O)(=O)c1ccc2c(c1)CCC(=O)N2 (stereo not drawn),0%[76.3 µM]
CN(CCCS(=O)(=O)[O-])c1ccc(/C=C/c2ccc3ccccc3[n+]2C)cc1,-8%
Cc1ccc(CSc2cc(C)[nH]c(=O)n2)cc1,5%[76.3 µM]
CC(C)C(=O)Nc1ccc2c(c1)nc(CCN1CCN(c3ccccn3)CC1)n2C,3%
Cc1cc(=O)oc2cc(NC(=S)NNC(=O)c3c(Cl)cnn3C)ccc12,-1%[76.3 µM]

# Taken from above:
# Result of COc1ccc(C(=O)NNS(=O)(=O)c2ccc(OC)cc2)cc1 under GAA glycogen mod: 6%[76.3 µM]
# Result of Cc1ccc(C)c(NC(=S)N2CCN(S(=O)(=O)c3ccccc3)CC2)c1 under GAA glycogen mod: -1%[76.3 µM]

# Following part:
SMILES,GAA glycogen mod
N/C(=N\OC(=O)c1ccoc1)c1ccc(Br)cc1,-1%[76.3 µM]
Cc1cccn2c(=O)c(C(=O)NC3CCCCC3)c(O)nc12,0%[76.3 µM]
Cc1ccc(NC(=O)CC2(CC(=O)O)CCCC2)cc1,0%
CS(=O)(=O)N1CCc2cc(C(=O)Nc3ccccc3Br)ccc21,6%
CN(C)c1ccc(CN(C(=O)c2cc3ccccc3oc2=O)C2CCS(=O)(=O)C2)cc1 (stereo not drawn),-4%[76.3 µM]
CCc1c(C)nc(N2CCN(c3ccc(OC)cc3)CC2)[nH]c1=O,18%[76.3 µM]
Cc1occc1C(=O)N1CCN(c2ccc(Cl)cc2)CC1,-4%[76.3 µM]
O=C(C1CCCC1)N1CCN(S(=O)(=O)c2ccc(Cl)cc2)CC1,-2%
O=[N+]([O-])c1ccccc1COc1ccc(Cl)c2cccnc12,2%
Cc1ccc(NC(=O)CCNS(=O)(=O)c2ccc3[nH]c(=O)oc3c2)c(C)c1,1%[76.3 µM]
Cc1cc(NC(=O)CSc2nc3c(c(=O)n2C)SCC3)no1,14%[76.3 µM]
Cc1cc(NC(=O)c2nn(C)c(C)c2Br)no1,-11%[76.3 µM]
COC(CNC(=O)c1ccc(CS(=O)(=O)c2ccc(C)cc2)o1)OC,1%
CCc1nn(CC(=O)NCCC(C)C)c(=O)c2cc3c(OC)cccc3n12,3%
COC(=O)c1cc(S(=O)(=O)Nc2ccc(C)cn2)c[nH]1,-2%[76.3 µM]
Cc1ccc(CNC(=O)C2CCC(=O)N2C(C)C)cc1 (stereo not drawn),-13%
CC(C)(C)SC(=O)C[C@@H]1NS(=O)(=O)OC2CCCCC21 (stereo partly drawn),16%[76.3 µM]
Cc1cccc(NC(=O)c2cnccn2)c1,15%[76.3 µM]
O=C(CN(Cc1ccc(F)cc1)C(=O)CNS(=O)(=O)c1ccccc1)NCc1ccco1,-3%[76.3 µM]
NS(=O)(=O)c1ccc(CCNC(=O)C2CCCO2)cc1 (stereo not drawn),21%[76.3 µM]
CCOC(=O)c1c(-c2ccc(-c3ccccc3)cc2)csc1NC(=O)CCC(=O)O,1%
CCOc1ccccc1NC(=O)c1ccc2nc[nH]c2c1,13%
CC(C)c1ccc(/C=N/n2c(COc3ccccc3)n[nH]c2=S)cc1,?
CN(C)C(=O)CCC(=O)N1CCCC(N2CCN(c3cccc(C(F)(F)F)c3)CC2)C1 (stereo not drawn),3%[76.3 µM]
O=C(COc1ccc(-n2cnnn2)cc1)Nc1cccc(Cl)c1Cl,1%
# The list goes on.
SMILES,GAA glycogen mod
Cc1ccc(C(=O)O/N=C(\N)Cc2cccc3ccccc23)cc1,1%
CN(C)S(=O)(=O)N(CC(=O)Nc1ccc(S(=O)(=O)N2CCCC2)cc1)c1ccccc1,6%[76.3 µM]
COCc1ccc(C(=O)NC2CCCc3c2cnn3-c2cc(C)cc(C)c2)s1 (stereo not drawn),-4%[76.3 µM]
CCN(CC(=O)NCc1ccc(Cl)cc1)C(=O)CNS(=O)(=O)c1ccc(NC(C)=O)cc1,-3%[76.3 µM]
O=C(NC1CCCCC1)c1ccc2[nH]c(=O)c(=O)[nH]c2c1,3%[76.3 µM]
CC1CCCCN1C(=O)c1cc2c(=O)n3ccccc3nc2s1 (stereo not drawn),-4%
Cc1c(CCC(=O)NC2CC2)c(=O)oc2c(C)c(O)ccc12,-7%[76.3 µM]
O=C(NCCc1c[nH]c2ccccc12)C1CCN(Cc2ccc(Br)cc2)CC1,21%[76.3 µM]
CCCN1CCC(=O)N(CCSc2ccccc2)CC1,6%[76.3 µM]
CC(C)N(C(=O)Cn1cc(S(=O)(=O)CC(=O)NCc2ccccc2)c2ccccc21)C(C)C,-7%[76.3 µM]
COC(=O)c1sc(N2C(=O)C(O)=C(C(=O)c3ccc(C)o3)C2c2ccc([N+](=O)[O-])cc2)nc1C (stereo not drawn),3%[76.3 µM]
C=CCN(c1ccccc1)S(=O)(=O)c1ccc2c(c1)NC(=O)C(C)S2 (stereo not drawn),10%[76.3 µM]
COc1ccc(N(C(=O)c2snc(C(N)=O)c2N)C(C(=O)NC2CCCC2)c2ccc(F)cc2)c(OC)c1 (stereo not drawn),0%
CCOc1ccc(CCNC(=O)COC(=O)C2CCN(S(=O)(=O)c3ccc(C)c(C)c3)CC2)cc1OCC,4%[76.3 µM]
COc1ccc(N(C)C(=O)Cc2c(C(=O)O)n(C)c3ccccc23)cc1,4%
O=c1oc2ccc(F)cc2c2c1C1O[C@](c3ccsc3)(Cc3c1ccc1ccccc31)O2,9%[15.3 µM]
Cc1sc2ncn(CC(=O)NCCCC(=O)Nc3ccc(C(C)C)cc3)c(=O)c2c1C,6%
O=C(CCC(=O)c1ccccc1)NC1CCCN(Cc2ccccc2F)C1 (stereo not drawn),-10%[76.3 µM]
Cc1ccccc1-c1nnc(CN2CCN(C(=O)c3ccco3)CC2)o1,0%
O=C1[C@@H]2Cc3c([nH]c4ccccc34)C(c3ccc([N+](=O)[O-])cc3)N2C(=O)CN1C1CC1 (stereo partly drawn),4%
Cc1ccc(-n2nc(C(=O)O)cc2-c2ccccc2Cl)cc1,2%
COC(=O)c1ccc(Cn2cc(/C=C\[N+](=O)[O-])c3ccccc32)o1,-8%[76.3 µM]
Cc1cc(NC(=O)CCC(=O)N(Cc2ccco2)C2(C(=O)NC3CCCC3)CCCCC2C)no1 (stereo not drawn),2%
O=C(N/C(=C\c1ccc(Br)cc1)C(=O)N1CCOCC1)c1ccco1,2%
O=C1CSC(c2ccc([N+](=O)[O-])cc2)N1c1ccccc1 (stereo not drawn),0%
CC(C)CC(NC(=O)/C(=C\c1ccco1)NC(=O)c1ccco1)C(=O)O (stereo not drawn),-12%[76.3 µM]
CCC(Oc1ccccc1F)C(=O)Nc1ccc2c(c1)n(C)c(=O)n2C (stereo not drawn),11%[76.3 µM]
CCC(Oc1ccccc1C)C(=O)Nc1ccc(S(=O)(=O)Nc2cc(C)on2)cc1 (stereo not drawn),-1%[76.3 µM]
Cc1cccc(NC(=O)c2cc(-c3cc(C)cc(C)c3O)n[nH]2)c1,-4%
CCOc1ccccc1CNC(=O)C1CCCN(c2nn3c(=O)cc(C)nc3s2)C1 (stereo not drawn),0%[76.3 µM]

# For convenience, two of the compounds above.
SMILES,GAA glycogen mod
CC(C)N1CCc2c(sc(NC(=O)C3CCCCC3)c2C(N)=O)C1,-11%[76.3 µM]
Cc1ccc(-n2c(=S)sc3c(=O)n(-c4ccccc4F)c(SCC(=O)O)nc32)cc1C,7%

# These rows are one share of the data, so the mix of outcomes need not match the whole.
